Screening results from PubChem.
CHOP inhibitor = inhibitors of CHOP promoter induction, primary screen, cell-based, unfolded protein response, luciferase reporter; inhibition, % at 10 µM; hit rate 3.8% among 220,000; CHO-K1 CHOP-promoter luciferase, tunicamycin-induced, 15-18 h;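 active = compounds that reduced the stress-induced luciferase reporter signal by more than about 70% of percent inhibition, limit read from the data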;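 also: 0% = tunicamycin plus vehicle and 100% = wells without tunicamycin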
p47phox inh = p47phox/p22phox peptide binding inhibitors, primary screen, biochemical, uHTS, NADPH oxidase regulatory subunit | AID 1274, 2008 | inhibition, % at 24.7 µM | fluorescence polarization, 2 h | hit rate 0.53% among 220,000 | Neutrophil cytosol factor 1 (Homo sapiens), P14598;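 active = inhibition above about 30%, limit read from the data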;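 also: 0% = p47phox with labelled peptide and 100% = labelled peptide alone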
TNF death inh = inhibitors of TNF-alpha triggered necroptosis, primary screen, cell-based, Jurkat FADD-/-, single concentration; activation (protection from cell death), % at 10 µM; Jurkat FADD-/- TNF necroptosis rescue, ATP luminescence, 24 h; 0 = TNF only, 100 = no-TNF cells; AID 463075, 2010; hit rate 0.068% among 220,000;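 active = activation, meaning protection from cell death, of at least 50% relative to plate controls; inactive = activation below 50%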;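 also: necroptosis triggered by 40 ng/mL TNF-alpha added together with compound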
PPC-1+TRAIL kill = compounds killing PPC-1 cancer cells with TRAIL present, primary screen, TRAIL potentiator project, ATPLite luminescence, uHTS | PPC-1 cells + TRAIL, ATPLite viability luminescence | cell killing (% activity), % at 4 µM | hit rate 0.41% among 220,000 | AID 1443, 2008;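 active = cell killing above 50% in the first pass at 4 µM, then a duplicate retest at 5 µM averaging 50% or more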;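 also: plate controls were cells with TRAIL plus DMSO for no effect and medium-only wells lacking cells for full effect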
EBV gp42 block = Epstein-Barr virus gp42 inhibitors, primary screen, biochemical, uHTS, fluorescence polarization | Glycoprotein 42 (Epstein-Barr virus (strain AG876)), Q1HVG2 | Fluorescence polarization binding assay, mP read-out | inhibition, % (tested at 21.74 µM) | hit rate 0.42% among 220,000 | AID 1085, 2008; in the data active = inhibition above about 50%
MDM2 E3 inh = MDM2-luciferase reporter signal enhancers, primary screen, MDM2 E3 ligase inhibitor project, cell-based, luminescence, 1536-well | cell-based MDM2 ubiquitination luciferase reporter, 2 h; 0 = plate control, 100 = twice control, blank-subtracted | signal enhancement, % at 5 µM | hit rate 0.11% among 210,000 | AID 1230, 2008;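 active = signal enhancement of 30% or more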;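 also: luminescence tracks abundance of the self-degrading MDM2-luciferase fusion protein; higher signal means inhibition of MDM2 E3 ligase activity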
Target sequence (Q00987 whole entry, looked up, the tested form may be a part): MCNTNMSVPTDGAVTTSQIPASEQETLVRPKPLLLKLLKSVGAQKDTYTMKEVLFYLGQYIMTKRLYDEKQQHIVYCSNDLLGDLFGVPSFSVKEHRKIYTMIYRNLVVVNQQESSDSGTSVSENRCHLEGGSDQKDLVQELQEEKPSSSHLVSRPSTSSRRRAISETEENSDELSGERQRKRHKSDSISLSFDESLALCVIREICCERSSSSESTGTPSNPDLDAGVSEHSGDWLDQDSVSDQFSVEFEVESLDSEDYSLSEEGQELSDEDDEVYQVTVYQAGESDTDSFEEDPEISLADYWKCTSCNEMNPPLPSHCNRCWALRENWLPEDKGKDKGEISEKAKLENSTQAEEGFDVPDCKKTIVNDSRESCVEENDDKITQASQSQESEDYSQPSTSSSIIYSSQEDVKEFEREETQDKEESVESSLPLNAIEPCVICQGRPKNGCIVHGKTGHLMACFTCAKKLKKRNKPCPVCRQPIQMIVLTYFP
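System: stable MDM2–luciferase fusion reporter cells / Input: 2000 cells seeded into each well / Schedule: 4 h settle plus 2 h compound, 37 °C / Compound: single-point 5 µM / Buffer or medium: cells held in DMEM / Benchmarks: control and blank well means / Evaluation: percent signal gain over controls, blank-subtracted / Measured by: luciferase luminescence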
zfTRPN1 agonist = zebrafish TRPN1 channel agonists, primary screen, cell-based, HEK293, calcium fluorescence | HEK293 zebrafish TRPN1-YFP, Fluo-8 calcium fluorescence; 100% = response to 87 µM carbachol | activation, % at 3 µM | AID 1424, 2008 | hit rate 0.18% among 220,000 | transient receptor potential cation channel N1 (TRPN1/NompC), Danio rerio;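 active = activation above its plate's cutoff, the mean activation of test wells on that plate plus 3 SD, cut at about 19% in these data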;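 also: 0% = DMSO alone and 100% = 87 µM carbachol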
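Assay system: Zebrafish TRPN1-YFP in HEK293 cells | Incubation: Dye loading 1 h at 37 °C, then 30 min room temperature | Measured by: Kinetic Fluo-8 fluorescence, ex 470-495, em 515-575 nm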
TRPML3 agonist = human TRPML3 channel agonists, primary screen, cell-based, HEK293 TRPML3-YFP, Fluo-8 calcium fluorescence, 3 µM; 100% = the carbachol control signal; activation, % at 3 µM; hit rate 0.29% among 220,000; AID 1448, 2008;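 active = activation above its plate's cutoff, the mean activation of the plate's test wells plus 3 SD, cut at about 12% in these data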;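 also: 0% = DMSO only wells and 100% = carbachol wells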
Target sequence (Q8TDD5 whole entry, looked up): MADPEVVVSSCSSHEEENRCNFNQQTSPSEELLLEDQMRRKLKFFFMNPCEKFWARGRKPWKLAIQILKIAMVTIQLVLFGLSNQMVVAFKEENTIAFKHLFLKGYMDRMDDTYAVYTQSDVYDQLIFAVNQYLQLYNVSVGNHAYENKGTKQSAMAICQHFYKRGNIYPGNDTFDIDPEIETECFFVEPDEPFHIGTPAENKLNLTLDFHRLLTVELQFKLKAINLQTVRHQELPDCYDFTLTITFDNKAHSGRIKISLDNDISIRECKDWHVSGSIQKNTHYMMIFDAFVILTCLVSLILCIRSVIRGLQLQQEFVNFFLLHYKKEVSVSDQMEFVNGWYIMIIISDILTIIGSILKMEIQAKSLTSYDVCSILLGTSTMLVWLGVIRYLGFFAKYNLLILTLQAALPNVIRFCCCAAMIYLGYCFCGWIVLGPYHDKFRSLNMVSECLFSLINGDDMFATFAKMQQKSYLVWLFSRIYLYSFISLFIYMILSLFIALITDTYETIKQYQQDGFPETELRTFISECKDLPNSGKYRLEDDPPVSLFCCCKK
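Test system: HEK293 cells stably carrying human TRPML3-YFP; Doses: single dose, 3 µM final nominal compound, 0.3% DMSO final; Schedule: dye loading 1 h 37 °C then 30 min ambient, 125 s read; Technique: Fluo-8 calcium fluorescence; Benchmarks: high control carbachol 87 µM, low control DMSO.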
Runt-SMMHC FRET = inhibitors of RUNX1 Runt–CBFb-SMMHC binding, primary screen, biochemical, FRET, Cerulean-Runt, Venus-CBFb-SMMHC, uHTS; Cerulean-Runt/Venus-CBFb-SMMHC FRET ratio 530/480, 1 h; inhibition, % at 20 µM; hit rate 0.74% among 220,000;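 active = mean inhibition across duplicate retests at 20 µM reaching about 50%, limit read from the data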;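 also: 0% = DMSO wells and 100% = wells with excess untagged CBFb-SMMHC; inhibitors lower the FRET ratio by blocking Runt binding to CBFb-SMMHC; some results filed as inactive read as strong as hits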
* marks the source's active call; other numbers are inactive results; . = not tested or not shown.

Codes – A = CHOP inhibitor; B = p47phox inh; C = TNF death inh; D = PPC-1+TRAIL kill; E = EBV gp42 block; F = MDM2 E3 inh; G = zfTRPN1 agonist; H = TRPML3 agonist; I = Runt-SMMHC FRET
CCC1=NC(c2ccc(OC)c(OC)c2)N(O)C1(C)C (centres undefined)
  A: 4	B: -12	C: 1.1	D: 7	E: -3	F: 2	G: -0.8	H: 0.8	I: -4
O=C(NCC(c1ccco1)N1CCOCC1)c1ccc([N+](=O)[O-])cc1 (centres undefined)
  A: 7	B: -9	C: 0.4	D: 6	E: -3	F: -14	G: -0.3	H: 0.9	I: 2
Cc1[nH]n(-c2ccccc2)c(=O)c1CCOC(=O)c1ccc(C(F)(F)F)cc1
  A: 37	B: -17	C: -0.9	D: 25	E: -6	F: -14	G: 0.3	H: 0.6	I: -3
CC(CC1C(C#N)=C(N)OC2=C1C(=O)CCC2)c1ccccc1 (centres undefined)
  A: 3	B: -20	C: 0.1	D: 4	E: -18	F: -19	G: 0.9	H: 0.6	I: 6
COc1ccc(OC)c(NC(=O)c2cc(-c3ccc(C)cc3O)n[nH]2)c1
  A: 87*	B: -21	C: 2.3	D: 26	E: -6	F: -10	G: 0.2	H: 0.4	I: 2
CCC(Sc1ncnc2sc(C)c(C)c12)C(=O)OC (centres undefined)
  A: 2	B: -11	C: -0.7	D: 5	E: -6	F: -17	G: -0.3	H: -0.3	I: 1
O=C(NNS(=O)(=O)c1ccc(Br)cc1)c1csnn1
  A: 25	B: -14	C: -0.3	D: 12	E: -9	F: -27	G: 0.5	H: 1.0	I: 2
CCCC(=O)Nc1cccc(NC(=O)c2ccc3c(c2)OCO3)c1
  A: -9	B: -11	C: -1.2	D: 38	E: -14	F: -8	G: 1.9	H: 0.4	I: 1
NS(=O)(=O)c1ccc(CCNC(=O)CN2CCCCC2)cc1
  A: -3	B: 2	C: 0.4	D: -1	E: -6	F: -14	G: 0.5	H: 0.4	I: 1
CC(=O)OCC#CCSc1nc2ccccc2n1C
  A: -7	B: 6	C: -0.2	D: -1	E: -4	F: -38	G: -1.1	H: 0.3	I: 2
CCCC(=O)Nc1nc(C)c(C(C)=O)s1
  A: -22	B: -7	C: 1.5	D: 7	E: -25	F: -21	G: 0.1	H: 0.4	I: 1
CP(=O)(COC(=O)c1ccccc1)COC(=O)c1ccccc1
  A: 15	B: -9	C: 2.1	D: -8	E: -16	F: -27	G: 0.8	H: 0.9	I: -5
O=c1c(Cc2c(F)cccc2Cl)c(O)ccn1CCc1c[nH]c2ccccc12
  A: 9	B: -8	C: 4.6	D: 24	E: -9	F: -17	G: -0.3	H: -0.2	I: -1
COc1ccc(-c2cc(C)nc3nc(N)nn23)cc1
  A: 23	B: 2	C: 0.4	D: -7	E: -16	F: -4	G: -1.2	H: 0.7	I: -1
CC(NC(=O)COc1ccc(Oc2ccccc2)cc1)C(=O)O (centres undefined)
  A: -32	B: 7	C: 0.8	D: 48	E: -6	F: -14	G: -0.1	H: 0.8	I: -6
Cc1ccc(C(=O)Nc2ccc(C(F)(F)F)n(C)c2=O)cc1
  A: 8	B: 2	C: 0.8	D: 25	E: -22	F: -21	G: 1.2	H: 0.9	I: -2
COc1ccccc1N(C)S(=O)(=O)c1ccc(Cl)c(C(=O)N2CCC(C(N)=O)CC2)c1
  A: -5	B: 10	C: 1.5	D: 9	E: -13	F: -10	G: -2.4	H: 0.5	I: -2
COc1ccc(N2C(=O)CCC(C(=O)N3CCCCC3)C2c2ccc(OC)c(OC)c2)cc1 (centres undefined)
  A: 46	B: -8	C: -0.7	D: 10	E: 3	F: -1	G: 0.1	H: 0.7	I: 0
Cc1cccc(C(=O)O/N=C/c2ccc(Br)cc2)c1
  A: 48	B: -9	C: -0.9	D: 8	E: -6	F: -16	G: -1.6	H: 0.0	I: 0
Cc1nc2sc(C(c3cccc(F)c3)N3CCOCC3)c(O)n2n1 (centres undefined)
  A: 41	B: -17	C: -1.7	D: 10	E: -17	F: 9	G: 1.3	H: 0.5	I: -3
CS(=O)(=O)N1CCc2cc(-c3csc(NC(=O)C(c4ccccc4)c4ccccc4)n3)ccc21
  A: 41	B: -50	C: -1.1	D: 9	E: -22	F: -22	G: -0.6	H: 0.7	I: 1
COc1ccc(NC(=O)CN2CCC(NC(=O)C3CCCCC3)CC2)cc1
  A: -21	B: -9	C: 1.8	D: 7	E: -29	F: -16	G: 0.3	H: 1.1	I: -6
O=C(NCc1ccc(F)cc1)c1c(O)c2cccc3c2n(c1=O)CCC3
  A: -15	B: 1	C: 3.2	D: -2	E: -30	F: 6	G: -0.1	H: 1.2	I: 4
CC1(C)Oc2ccc3ccc(=O)oc3c2/C(=C/Nc2ccc(O)cc2)C1=O
  A: 50	B: 10	C: -0.2	D: 13	E: 9	F: -2	G: 0.7	H: 0.9	I: 1
Cc1cc(C)c(C#N)c(SCC(=O)NN2CC(=O)N(c3ccccc3F)CC2=O)n1
  A: 16	B: 2	C: 1.1	D: 29	E: 0	F: 2	G: -0.1	H: 0.7	I: -4

Limited to MDM2 E3 inh, Runt-SMMHC FRET and p47phox inh, for some of the entries so far:
| canonical_smiles | MDM2 E3 inh | Runt-SMMHC FRET | p47phox inh |
| --- | --- | --- | --- |
| CCC(Sc1ncnc2sc(C)c(C)c12)C(=O)OC (centres undefined) | -17 | 1 | -11 |
| O=C(NNS(=O)(=O)c1ccc(Br)cc1)c1csnn1 | -27 | 2 | -14 |
| CCCC(=O)Nc1cccc(NC(=O)c2ccc3c(c2)OCO3)c1 | -8 | 1 | -11 |

Additional structures:
Codes – A = CHOP inhibitor; B = p47phox inh; C = TNF death inh; D = PPC-1+TRAIL kill; E = EBV gp42 block; F = MDM2 E3 inh; G = zfTRPN1 agonist; H = TRPML3 agonist; I = Runt-SMMHC FRET
O=C(C1CCN(Cc2nc(Cc3cccc(F)c3)no2)CC1)N1CCOCC1
  A: -5	B: -14	C: -0.1	D: 3	E: -20	F: -1	G: 0.7	H: 0.7	I: 0
C1CN(c2nc3nonc3n3nnnc23)CCO1
  A: -21	B: -28	C: -1.0	D: 15	E: -25	F: -39	G: -0.1	H: 0.8	I: 1
O=C(Nc1nc(-c2ccc(F)cc2)cs1)c1cnccn1
  A: -3	B: 14	C: 0.5	D: 16	E: 4	F: -28	G: 0.2	H: 0.7	I: -1
Cc1ccc(S(=O)(=O)N(C)C)cc1NC(=O)c1cc(C(C)(C)C)nn1Cc1ccccc1
  A: 27	B: -7	C: -0.4	D: 12	E: 11	F: -10	G: -1.5	H: -0.7	I: 0
CC(C)Cn1c(C(C)C)nc([N+](=O)[O-])c1Sc1ccc(Cl)cn1
  A: 11	B: -6	C: -6.5	D: 10	E: -14	F: 3	G: -1.4	H: -0.5	I: 8
OC(CNCC(c1ccco1)N1CCCCC1)c1ccccc1 (centres undefined)
  A: 20	B: -1	C: -2.5	D: 0	E: -14	F: -1	G: 1.1	H: -0.4	I: -1
Nc1nc(-c2ccccn2)nc(N)c1Cc1ccccc1F
  A: -43	B: 6	C: -1.4	D: 0	E: 1	F: -3	G: 0.8	H: -0.1	I: 4
CN1CCC(N(C)C(=O)COc2ccc(S(=O)(=O)N3CCOCC3)cc2)CC1
  A: 9	B: -6	C: 0.2	D: 14	E: -14	F: -20	G: -0.6	H: 0.2	I: -1
COc1ccccc1NC(=O)c1ccc([N+](=O)[O-])cc1[N+](=O)[O-]
  A: 2	B: -6	C: -0.9	D: .	E: 10	F: -3	G: 1.4	H: 0.3	I: 2
CCNC(=S)N/N=C(\C)c1cccc([N+](=O)[O-])c1
  A: 32	B: -11	C: 0.1	D: 26	E: -9	F: 2	G: 0.3	H: 0.3	I: 1
C/C(CC(=O)Nc1ccccn1)=N\NC(=O)C(=O)Nc1cccc(C)c1
  A: 8	B: -6	C: -2.2	D: 11	E: -17	F: -5	G: -0.3	H: 0.2	I: 2
CC(=O)Nc1nc(SCC(=O)Nc2nnc(C)s2)[nH]c(=O)c1NC(=O)c1cccs1
  A: -6	B: .	C: -0.4	D: 21	E: -1	F: -81	G: 1.7	H: 0.3	I: 2
COc1ccc(OC)c(C(=O)CSc2nnc(-c3ccc(OC)c(OC)c3)o2)c1
  A: 80*	B: -8	C: -2.3	D: 21	E: -11	F: 2	G: 1.2	H: 0.4	I: -3
CC(=O)c1c(-c2ccc(C)cc2)nc2c3ccccc3ccn12
  A: 34	B: -6	C: 13	D: 4	E: -2	F: -8	G: -0.4	H: 0.3	I: 4
CCOc1ccc(N=C(NC#N)SC)cc1
  A: -3	B: 0	C: -3.0	D: -5	E: 0	F: -14	G: -0.3	H: 0.7	I: 0
CCOC(=O)C1CCN(S(=O)(=O)c2ccc(OC)c(Cl)c2)CC1
  A: -22	B: -7	C: 1.6	D: 6	E: 0	F: -6	G: 0.8	H: 1.1	I: 1

Reprinted at random: 6 entries already listed.
Codes – A = CHOP inhibitor; B = p47phox inh; C = TNF death inh; D = PPC-1+TRAIL kill; E = EBV gp42 block; F = MDM2 E3 inh; G = zfTRPN1 agonist; H = TRPML3 agonist; I = Runt-SMMHC FRET
C/C(CC(=O)Nc1ccccn1)=N\NC(=O)C(=O)Nc1cccc(C)c1
  A: 8	B: -6	C: -2.2	D: 11	E: -17	F: -5	G: -0.3	H: 0.2	I: 2
CCOC(=O)C1CCN(S(=O)(=O)c2ccc(OC)c(Cl)c2)CC1
  A: -22	B: -7	C: 1.6	D: 6	E: 0	F: -6	G: 0.8	H: 1.1	I: 1
Nc1nc(-c2ccccn2)nc(N)c1Cc1ccccc1F
  A: -43	B: 6	C: -1.4	D: 0	E: 1	F: -3	G: 0.8	H: -0.1	I: 4
O=C(C1CCN(Cc2nc(Cc3cccc(F)c3)no2)CC1)N1CCOCC1
  A: -5	B: -14	C: -0.1	D: 3	E: -20	F: -1	G: 0.7	H: 0.7	I: 0
CN1CCC(N(C)C(=O)COc2ccc(S(=O)(=O)N3CCOCC3)cc2)CC1
  A: 9	B: -6	C: 0.2	D: 14	E: -14	F: -20	G: -0.6	H: 0.2	I: -1
O=C(Nc1nc(-c2ccc(F)cc2)cs1)c1cnccn1
  A: -3	B: 14	C: 0.5	D: 16	E: 4	F: -28	G: 0.2	H: 0.7	I: -1
